GRP78 ERSR act = induces the endoplasmic reticulum stress response in human glioma cells | AID 602332 | Potency, µM, for the others: top-dose activation, actives largely listed as activators | U87-MG GRP78 promoter luciferase reporter, 16 h | hit rate 0.02% among 420,000; further: potency means the concentration at half of the fitted maximal effect; series mostly up to about 76 µM; % of control where 0% means no effect; nearly all actives have a fitted effect of over 35% in size
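ERSR induction read as luciferase luminescence (Bright-Glo, 10 min at room temperature) in stably transfected human U87-MG glioma cells exposed to compounds for 16 h, using GRP78 as sensor.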
USP1-UAF1 inh = blocks the human USP1/UAF1 deubiquitinase complex. O94782. recombinant USP1/UAF1, Ub-Rhodamine cleavage fluorescence. Potency, µM (titrated, usually from 57.1 µM), for inactives: at the top dose activity change, negative = inhibition, actives largely listed as inhibitors. hit rate 0.23% among 390,000; further: potency means the concentration at half of the fitted maximal effect; on the % scale 0 is the no-effect control and ±100 the full control effect; nearly all actives have a fitted effect of over 60% in size; inactives centre near -12
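Step one: compound is pinned into 1nM USP1/UAF1 in HEPES pH 7.8 buffer with TCEP. Step two: 15 min room-temperature incubation. Step three: Ub-Rho (150nM final) starts cleavage, tracked by fluorescence over six one-minute reads.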
PI4K2A block = PI4K2A (human) kinase inhibition; purified PI4K2A, ADP-Glo luminescence, 1 h; hits give low values; activity change, negative = inhibition, % at 76.9 µM; hit rate 0.13% among 420,000; AID 1346378; in the data active means activity change below about -50%; inconclusive means mostly about -30% to -49%;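 further: -100% = wells without enzyme as full effect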
Target sequence (Q9BTU6 whole entry, looked up): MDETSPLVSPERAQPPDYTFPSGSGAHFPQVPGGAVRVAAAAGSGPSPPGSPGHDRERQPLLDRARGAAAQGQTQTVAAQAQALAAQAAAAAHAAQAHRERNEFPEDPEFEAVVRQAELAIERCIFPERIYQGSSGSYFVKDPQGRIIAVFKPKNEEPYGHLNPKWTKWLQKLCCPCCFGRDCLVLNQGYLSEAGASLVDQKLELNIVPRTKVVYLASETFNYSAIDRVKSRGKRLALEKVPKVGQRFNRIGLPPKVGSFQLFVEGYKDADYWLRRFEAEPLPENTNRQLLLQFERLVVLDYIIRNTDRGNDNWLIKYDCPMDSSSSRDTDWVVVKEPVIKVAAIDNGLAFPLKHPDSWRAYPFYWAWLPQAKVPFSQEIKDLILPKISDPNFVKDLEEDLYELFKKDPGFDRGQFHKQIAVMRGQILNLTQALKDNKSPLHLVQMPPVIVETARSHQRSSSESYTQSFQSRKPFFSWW
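In this quantitative HTS, ADP production by PI4K2A was quantified luminescently after 1 h at ambient temperature; 100 microM adenosine served as plate-quality control.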
IDH1 R132H inh = human IDH1 R132H inhibition; O75874; IDH1-R132H enzyme, NADPH consumption, diaphorase/resazurin fluorescence; Potency, µM (doses to about 76.6 µM), for inactives: at the highest dose activity change, negative = inhibition, most hits filed as inhibitors; hit rate 0.093% among 390,000; AID 602179; further: potency means the concentration at half of the fitted maximal effect; on the % scale 0 is the no-effect control and ±100 the full control effect; nearly all actives have a fitted effect of over 65% in size
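IDH1-R132H (0.5 ug/mL dispensed) in pH 7.5 Tris buffer was preincubated 30 min with compound, then given a substrate mix of 0.016 mM NADPH and 2 mM alpha-KG for 80 min at room temperature; remaining NADPH was read by diaphorase/resazurin fluorescence.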
TrxR1 substrate = is turned over as a substrate by rat TrxR1; hit rate 0.01% among 390,000; O89049; purified TrxR1 substrate turnover, NADPH consumption readout; Potency, µM (series often up to 114 µM), without a hit: at the top dose activity change, negative = substrate turnover; further: potency means the concentration at half of the fitted maximal effect; on the % scale 0 is the no-effect control and ±100 the full control effect; nearly all actives have a fitted effect of over 50% in size
Target sequence (O89049 whole entry, looked up): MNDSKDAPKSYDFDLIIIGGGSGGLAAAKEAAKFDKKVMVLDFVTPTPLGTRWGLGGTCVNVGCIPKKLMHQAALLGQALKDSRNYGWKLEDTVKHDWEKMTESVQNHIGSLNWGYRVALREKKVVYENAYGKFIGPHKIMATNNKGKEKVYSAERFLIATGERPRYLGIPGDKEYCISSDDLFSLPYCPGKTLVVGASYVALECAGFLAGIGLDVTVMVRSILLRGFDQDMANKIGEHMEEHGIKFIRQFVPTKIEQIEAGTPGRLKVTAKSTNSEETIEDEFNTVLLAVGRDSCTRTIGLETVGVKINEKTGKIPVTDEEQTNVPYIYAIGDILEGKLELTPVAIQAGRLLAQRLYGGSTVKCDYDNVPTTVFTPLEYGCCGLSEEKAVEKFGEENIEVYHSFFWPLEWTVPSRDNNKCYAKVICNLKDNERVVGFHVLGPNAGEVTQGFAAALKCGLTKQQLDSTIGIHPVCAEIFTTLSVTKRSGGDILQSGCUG
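Rat TrxR1, dispensed at 90 nM, was prereduced with 400 uM NADPH (final) for 5 min at ~22 deg C, then incubated with compound 15 min before 400 uM selenite. A first-read NADPH fluorescence drop versus no-compound background flagged substrates.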
RXFP1 ag = RXFP1 (human) receptor agonism; Q9HBX9; HEK293T-RXFP1 cAMP TR-FRET, 30 min; response scale: percent of porcine relaxin response, buffer zero; Potency, µM (series often up to 57.5 µM), without a hit: at the top dose activation, hits mostly activators; hit rate 0.3% among 370,000; further: potency means the concentration at half of the fitted maximal effect; on the % scale 0 is the no-effect control and ±100 the full control effect; nearly all actives have a fitted effect of over 60% in size; many of its hits are not listed in these tables
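HEK293 cells stably expressing RXFP1, treated 30 min at 37C with compounds plus PDE4 inhibitor Ro 20174; cAMP measured by HTRF TR-FRET. Normalized to buffer and 29 nM porcine relaxin; EC50 by Hill fit.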
Vif-APOBEC3F blk = Vif-A3F binding inhibition | Potency, µM (series often up to 46.1 µM), for inactives: at the top dose activity, negative = active | AID 602313 | hit rate 0.2% among 390,000 | HeLa A3F-eYFP + Vif (tagged APOBEC3F with the HIV-1 protein that degrades it), YFP fluorescence increase; further: potency means the concentration at half of the fitted maximal effect; % of control where 0% means no effect; nearly all actives have a fitted effect of over 65% in size
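HeLa cells stably expressing Vif plus C-terminally eYFP-tagged A3F were seeded, incubated overnight at 37 deg C, dosed with compound, incubated overnight again at 37 deg C. Yellow fluorescence (Ex 488/Em 500-530) reported blocked Vif-mediated A3F-eYFP degradation.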
Vif-APOBEC3G blk = Vif-A3G binding inhibition; HeLa A3G-eYFP + Vif (tagged APOBEC3G with the HIV-1 protein that degrades it), YFP fluorescence, overnight; Potency, µM (highest dose often 46.1 µM), inactives show at the top dose activity, negative = active, usual class: inhibitors; hit rate 0.076% among 410,000; AID 602310;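 further: potency means the concentration at half of the fitted maximal effect; on the % scale 0 is the no-effect control and ±100 the full control effect; nearly all actives have a fitted effect of over 60% in size; hits raise eYFP signal because A3G escapes Vif-driven loss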
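Read-out is eYFP fluorescence (Ex 488/Em 500-530) from Vif-expressing HeLa A3G-eYFP cells; more signal means A3G escaped Vif-mediated degradation. Cells plated overnight, compound pinned in, incubated overnight at 37 deg C.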
LDHA inh = inhibitors of human lactate dehydrogenase A; activity change, % (values are at about 110 or 230 µM); purified LDHA, NADH/diaphorase-resazurin fluorescence; hits give low values; hit rate 0.15% among 480,000; AID 1347041; P00338; in the data active means activity change below about -30%; inconclusive means mostly about -25% to -30%;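 further: plate controls were DMSO wells for no effect and wells without enzyme for full effect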
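LDH5 2 nM; NADH 0.06 mM, pyruvate 0.2 mM; 200 mM Tris pH 7.4, EDTA, Tween-20; 5 min RT. Detection: diaphorase 0.133 mg/mL + resazurin 37 µM, fluorescence ex540/em590 at 0 and 20 min; normalized to enzyme-free and DMSO wells.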
An asterisk follows results filed as active; ? = inconclusive; nt = not tested or not shown; & = joins results of further samples; [ ] = remark or other dose. Unless noted, the call rests on the fitted dose curve; in most records, active means well fitted curve in the direction sought with a large enough effect; inconclusive means small, poorly fitted or top-dose-only effect, or another doubt; inactive means no such curve, though single readings can be large; an effect the other way counts as inactive or inconclusive. This is a subset. The share of hits here may be higher or lower than overall.

compound	GRP78 ERSR act	USP1-UAF1 inh	PI4K2A block	IDH1 R132H inh	TrxR1 substrate	RXFP1 ag	Vif-APOBEC3F blk	Vif-APOBEC3G blk	LDHA inh
CN1C(=O)/C(=C/c2cn(CC(=O)N3CCCCC3)c3ccccc23)NC1=S	-3%	-26%	-6	6%	-3%	1.4%	?	?	-1
Cc1ccc(S(=O)(=O)c2nc(C)c3c(n2)CCC3)cc1	-1%	4%	24	0%	2%	-1.2%	11%	0%	-3
Fc1cccc(CSc2nc3ncccc3[nH]2)c1	4%	5%	-3	10%	-13%	-1.0%	-1%	0%	-6
COc1ccccc1NC(=O)CSc1nc2c(oc3ccccc32)c(=O)n1-c1ccc(C)cc1	0%	-7%	-1	-22%	0%	-1.2%	5%	8%	-5
COC(=O)CN(CCc1ccccc1)S(=O)(=O)c1ccc(OC)c(OC)c1	-5%	-7%	7	2%	-4%	-4.0%	nt	-3%	-6
CCOC(=O)CC1Sc2ccccc2NC1=S (configuration not stated)	1%	?	-1	2%	6%[57.1 µM]	2.3%	-26%	2%	-8
NNC(=O)c1ccc(O)cc1O	3%	-14%	-3	-1%	-7%	0.2%	9%	4%	12
CCOc1ccc(NC(=O)c2oc(=O)c3ccccc3c2-c2ccc(C)cc2)cc1	-3%	-19%	0	25%	-4%[57.1 µM]	5.4%	-6%	-1%	-1
COc1ccc(C2CC(C(F)(F)F)n3nc(C(=O)N(C)Cc4cn(C)nc4C)c(Cl)c3N2)cc1 (configuration not stated)	-2%	-8%	-8	12%	-2%	2.3%	-8%	-1%	1
O=Cc1ccc(Sc2ncccn2)o1	-9%	-22%	3	-2%	5%[57.1 µM]	15%	-2%	0%	-7
CCOC(=O)c1cccc(NC(=O)CSc2nnc(-c3ccoc3C)n2CC)c1	1%	-1%	5	13%	-8%	2.6%	-21%	-2%	-2
Cc1ccc2ccc(C#N)cc2c1O	-5%	1%	0	7%	nt	nt	-4%	-5%	8
COc1ccc(CN2[C@@H](CC(C)=O)c3ccc(/C=C/C(C)=O)cc3S2(=O)=O)cc1	-13%&-11%	-20%	-5	-9%	8%&8%	nt	0%	?	1
O=C(NC(=S)N1CCN(c2ccc(O)cc2)CC1)c1ccco1	-3%	-1%	1	1%	2%	nt	-8%	0%	15
Cc1cc2nn(-c3ccc(Cl)cc3)nc2cc1N	-7%	-26%	2	-4%	40%[activator][57.1 µM]	13%	0%	1%	4

Next part (2 carried over from the part before).
compound	GRP78 ERSR act	USP1-UAF1 inh	PI4K2A block	IDH1 R132H inh	TrxR1 substrate	RXFP1 ag	Vif-APOBEC3F blk	Vif-APOBEC3G blk	LDHA inh
O=C(NC(=S)N1CCN(c2ccc(O)cc2)CC1)c1ccco1	-3%	-1%	1	1%	2%	nt	-8%	0%	15
Cc1cc2nn(-c3ccc(Cl)cc3)nc2cc1N	-7%	-26%	2	-4%	40%[activator][57.1 µM]	13%	0%	1%	4
Cc1c(C#N)c(NC(=O)C(C)C)n(Cc2ccccc2)c1C	0%	-14%	6	2%	11%[57.1 µM]	0.5%	14%	2%	-3
COc1cccc2c(O)cc(=O)n(C)c12	-6%	-7%	2	7%	5%	2.2%	1%	0%	-4
COCCNC(=S)N/N=C(\C)c1ccccc1O	2%	0%	1	1%	-11%	-1.4%	?	?	1
Cc1ccc(S(=O)(=O)N2CCCCC2)cc1C(=O)N1CCN(CCO)CC1	-7%	-13%	-5	4%	3%	0.6%	0%	-5%	-2
CCOc1ccccc1NS(=O)(=O)c1cccs1	-6%	-11%	-4	29%	-3%	0.2%	7%	1%	-2
CCc1c(C(=O)Nc2ncn(Cc3cccc(C)c3)n2)csc1C	-8%	-12%	-3	3%	1%	2.5%	-5%	-9%	5
COc1ccccc1/C=C\C(=O)NCC(=O)N/N=C/c1ccc(O)cc1O	-3%	-17%	-1	1%	1%	5.0%	-2%	-10%	2
CSc1ccccc1OCc1cc(C(=O)NC2CCc3ccccc32)no1 (configuration not stated)	-2%	-16%	-3	0%	3%	2.0%	-11%	3%	-1
CCNC(=O)C1CC(=O)N(Cc2ccc(F)cc2)C(=Nc2ccc(OC)cc2)S1 (configuration not stated)	-1%	0%	0	-1%	-5%[57.1 µM]	0.3%	-1%	1%	-2
NCCNC(=O)c1ncsc1-c1cccc(F)c1	-3%&-2%	18%	3&-4	-7%	8%[57.1 µM]	nt	2%	0%	-7
COc1cc(OC)cc(C(=O)N2CCN(c3ccc(N4CCOCC4)nn3)CC2)c1	0%	-20%	0	-4%	32%[57.1 µM]	0.0%	6%	1%	1
CCC(C(=O)NCC1CCCO1)n1nc(C)c2sc3ccccc3c2c1=O (configuration not stated)	10%	-27%	7	3%	10%	15%	2%	3%	-1
COC(=O)c1cc(NC(=O)c2ccc(C)cc2)c(=O)oc1C	3%	-24%	-6	0%	-3%	1.0%	-3%	0%	-4
O=C(Nc1ccc2c(c1)OCO2)N1CCC(CO)(CC2CCCCO2)CC1 (configuration not stated)	10%	-10%	1	3%	-4%	-0.3%	10%	-1%	12
COc1ccccc1/C=C/C1C(C(=O)OCC(C)C)=C(C)N=C2SCCC(=O)N21 (configuration not stated)	-9%	-26%	1	1%	-1%[57.1 µM]	3.3%	9%	-7%	2

Additional records follow:
compound	GRP78 ERSR act	USP1-UAF1 inh	PI4K2A block	IDH1 R132H inh	TrxR1 substrate	RXFP1 ag	Vif-APOBEC3F blk	Vif-APOBEC3G blk	LDHA inh
CC(C)Cc1nn2c(=O)cc(COC(=O)c3cccc(NC(=O)c4cccs4)c3)nc2s1	-3%	3%	2	-17%	0%[57.1 µM]	?	2%	1%	-2
COc1ccc(Cl)cc1CNC[C@H]1O[C@@H](n2ccc(N)nc2=O)[C@H](O)[C@@H]1O	-3%	?	5	-18%	nt	nt	-3%	-1%	-12
CCOC(=O)N1CCC(NCCNC(=O)c2ccc(F)c(F)c2)CC1	-4%	-20%	1	2%	6%	0.4%	5%	0%	-5
O=[N+]([O-])c1cccc(-n2nnnc2CN2CCCC2)c1	-4%	-9%	6	3%	-3%[57.1 µM]	0.2%	-4%	2%	0
CCS(=O)(=O)N1CCN(S(=O)(=O)c2ccc(F)cc2)CC1	-4%	1%	1	-2%	-2%	1.6%	nt	2%	-17
Cc1ccc(CNC(=O)CCC2CCCN(Cc3cccc4ncccc34)C2)o1 (configuration not stated)	-4%	-15%	-11	18%	6%[57.1 µM]	1.7%	1%	-3%	-7
CCCNC(=O)C1CCN(S(=O)(=O)c2ccc3[nH]c(=O)ccc3c2)CC1	-3%	-22%	-2	13%	12%[57.1 µM]	2.6%	-2%	-4%	3
CC(=O)c1cccc(NC(=O)CN2C(=O)C3C4C=CC(C4)C3C2=O)c1 (configuration not stated)	-2%	-5%	7	-6%	0%[57.1 µM]	0.0%	-8%	0%	-8
O=C(O)c1ccccc1CC(CCc1ccccc1)C(=O)O (configuration not stated)	-3%	7%	-15	13%	12%[57.1 µM]	nt	6%	0%	14
CCCc1cc(C(=O)Nc2sc(C(C)=O)c(C)c2C(=O)OCC)no1	2%	-22%	-4	12%	3%[57.1 µM]	-0.2%	1%	2%	0
Oc1ccc(NCc2ccc(OCc3ccccc3Cl)cc2)cc1	?	32µM*	?	0%	-11%	-1.6%	1%	?	17
O=c1[nH]nc(CNc2ccc(O)cc2)c2ccccc12	-17%	?	-29	11%	-10%	-1.2%	-4%	-2%	21
Fc1ccc(-c2nc3ccc(Cl)cn3c2Cc2ccccc2C(F)(F)F)cc1	14%	nt	-4	nt	nt	nt	nt	-9%	-4
CN(C)c1ccc(C(=O)NCC(c2cccs2)N2CCOCC2)cc1 (configuration not stated)	2%	-19%	1	0%	2%	nt	5%	0%	-5
CCCOc1cc(C)c(Cl)cc1S(=O)(=O)N(CC)CC	-3%	-22%	4	-5%	-5%	0.3%	8%	2%	-2

(continued)
compound	GRP78 ERSR act	USP1-UAF1 inh	PI4K2A block	IDH1 R132H inh	TrxR1 substrate	RXFP1 ag	Vif-APOBEC3F blk	Vif-APOBEC3G blk	LDHA inh
CCCCNC(=O)NS(=O)(=O)c1ccc(C(=O)OC)o1	0%	2%	-5	1%	7%[57.1 µM]	-0.7%	2%	-4%	-2
CCCCN(C)C(=O)c1sc(=O)n(Cc2ccccc2C#N)c1C	-1%	nt	5	nt	nt	nt	nt	-2%	-4
CCOc1cc(C(=S)N2CCOCC2)cc(Br)c1OS(=O)(=O)c1ccccc1	-3%	-25%	-2	4%	-8%	0.5%	0%	-6%	1
CN(C)CCN(Cc1ccco1)S(=O)(=O)c1csc(C(N)=O)c1	-4%	-6%	-3	0%	-6%	-2.0%	3%	0%	-3
CC(=O)Nc1ccc(NC(=O)c2ccccc2F)cc1	1%	-11%	-1	10%	5%	-1.5%	-10%	-1%	-6
OCCOCCNc1ncnc2c1cnn2-c1ccccc1	-3%	-15%	4	10%	13%	-0.1%	8%	-1%	-15
Cc1cccc(CNc2ccc(C(CC(N)=O)NC(=O)c3ccccc3)cc2[N+](=O)[O-])c1 (configuration not stated)	-6%	?	-1	12%	0%	2.4%	?	0%	0
COc1ccc(N/C=C(\C#N)S(=O)(=O)c2ccc(OC)cc2)cc1	-5%	-16%	9	0%	-17%[57.1 µM]	-1.0%	-2%	3%	-1
O=C(COc1ccc(NC(=O)c2ccccc2[N+](=O)[O-])cc1)c1ccc(F)cc1	-3%	-10%	0	5%	-12%[57.1 µM]	0.6%	9%	1%	1
